HSF1 inhib: HSF1 inhibition. activity change, negative = inhibition, % at 7.5 µM (by protocol). NIH3T3-HGL HSE-luciferase, MG132-induced, luminescence 8 h; hits give low values. AID 2098. actives 0.77% (n = 300,000);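 active = more than half of replicate wells show activity change below -50%, luminescence cut by over half; inconclusive = some wells, but at most half, below -50%; inactive = no replicate well below -50%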;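 also: luciferase reports HSF-1 transcriptional activity via heat shock element; 0% = median of DMSO wells and -100% = zero luminescence signal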
GSK3A inh: human GSK-3 alpha kinase inhibition; P49840; ADP-Glo luminescence, 60 min; inhibition, % at 10 µM; actives 0.1% (n = 320,000);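 in the data active = inhibition above about 50%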;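 also: GST-tagged GSK-3 alpha with peptide substrate and 25 µM ATP; 0% = DMSO neutral wells and 100% = GW8510 positive control wells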
Target sequence (P49840 whole entry, looked up): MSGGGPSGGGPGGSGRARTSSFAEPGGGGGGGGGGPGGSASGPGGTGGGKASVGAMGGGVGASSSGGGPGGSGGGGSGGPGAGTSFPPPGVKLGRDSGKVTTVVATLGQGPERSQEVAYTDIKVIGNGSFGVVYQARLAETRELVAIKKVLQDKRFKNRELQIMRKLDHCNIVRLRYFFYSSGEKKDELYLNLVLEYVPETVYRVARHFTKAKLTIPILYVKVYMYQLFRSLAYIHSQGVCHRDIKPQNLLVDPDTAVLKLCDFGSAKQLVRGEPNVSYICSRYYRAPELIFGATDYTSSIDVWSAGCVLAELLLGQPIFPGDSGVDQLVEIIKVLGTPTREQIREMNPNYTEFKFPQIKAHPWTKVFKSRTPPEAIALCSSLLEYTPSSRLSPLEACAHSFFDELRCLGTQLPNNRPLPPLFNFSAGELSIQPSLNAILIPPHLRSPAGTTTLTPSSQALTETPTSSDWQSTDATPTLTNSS
PolyA inh: yeast polyadenylation inhibition; S. cerevisiae SKY197-pL101 polyadenylation reporter, beta-gal luminescence; efflux-impaired pdr1/pdr3 knockout yeast; score 100 = 6 SD above DMSO; calls only at 12 µM; actives 0.02% (n = 300,000); AID 1875;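 active = lowest replicate activity score at least 50, where 100 means six control SD above control mean; inconclusive = lowest score under 50 but half or more replicates reach 50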;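 also: yeast exposed to compound for 9 h at 30 °C; higher score means more reporter readthrough which indicates perturbed polyadenylation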
HSF-1 act: increases HSF-1 driven luciferase reporter signal; NIH3T3-HGL HSF-1 luciferase reporter, MG132, 8 h; 100% = twice DMSO control signal; activation, % at 9 µM; actives 1.7% (n = 300,000);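 active = mean replicate activation of at least 50% with a set share of replicates each reaching 50%; inconclusive = only one of those two conditions met; inactive = mean below 50% and too few replicates reaching it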;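 also: 0% = median of the neutral control wells and 100% = twice that signal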
IEC-6 tox: counter-screen for KLF5 inhibitors: cytotoxicity in IEC-6 cells. IEC-6 cytotoxicity, luminescence viability. inhibition, % at 5 µM. actives 0.78% (n = 290,000); in the data active = inhibition above about 22%;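 also: 0% = plate median of test compound wells and 100% = cytotoxic reference compound wells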
KLF5 inh: kruppel-like factor 5 inhibition; DLD-1 KLF5 promoter-luciferase reporter, luminescence; actives 0.23% (n = 290,000); AID 1700; inhibition, % at 5 µM;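 active = inhibition above a per-plate limit of that plate's mean compound inhibition plus 3 SD, cut at about 60% in these data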;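 also: 0% = DMSO wells and 100% = LY294002 at 200 µM; higher means less KLF5 promoter-driven luciferase light; inactives centre near -14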
HSP90 refold inh: HSP90 refolding inhibition in rabbit reticulocyte lysate; luciferase refolding luminescence, 3 h; inhibition, % at 5.6 µM; actives 0.91% (n = 290,000); AID 1789;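 active = inhibition above the screen-wide mean plus 3 SD, computed separately per campaign, cut at about 16% in these data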;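 also: 0% = DMSO wells and 100% = 60 µM geldanamycin wells; inhibitors lower the luminescence because luciferase stays unfolded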
AI-2 QS mod: modulates the Vibrio harveyi AI-2 quorum sensing system. Vibrio harveyi JMH597 AI-2 luminescence/OD600 ratio, 9 h; hits give low values; strain lacks LuxN and CqsS sensors; 0 = neutral-control median. activity change, % at 7.5 µM. actives 0.4% (n = 300,000). AID 2094; in the data active = activity change below about -75%, passing the limit was not always enough; inconclusive = no clear call, values can overlap the other calls;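 also: luminescence divided by OD600 gain over 9 h not by final OD600 alone; inactives centre near 13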
GSK3B inh: inhibitors of human GSK3beta kinase. actives 0.038% (n = 300,000). GST-GSK3beta kinase, ADP-Glo luminescence, 60 min; hits give low values. activity score (negative = inhibition), % at 10 µM. AID 2097;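 active = more than half of replicate wells score below -50%, meaning over 50% inhibition versus plate controls; inconclusive = some replicates but at most half score below -50%; inactive = no replicate scores below -50%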;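 also: 0% = median DMSO wells and -100% = median GW8510 positive control wells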
Target sequence (P49841 whole entry, looked up): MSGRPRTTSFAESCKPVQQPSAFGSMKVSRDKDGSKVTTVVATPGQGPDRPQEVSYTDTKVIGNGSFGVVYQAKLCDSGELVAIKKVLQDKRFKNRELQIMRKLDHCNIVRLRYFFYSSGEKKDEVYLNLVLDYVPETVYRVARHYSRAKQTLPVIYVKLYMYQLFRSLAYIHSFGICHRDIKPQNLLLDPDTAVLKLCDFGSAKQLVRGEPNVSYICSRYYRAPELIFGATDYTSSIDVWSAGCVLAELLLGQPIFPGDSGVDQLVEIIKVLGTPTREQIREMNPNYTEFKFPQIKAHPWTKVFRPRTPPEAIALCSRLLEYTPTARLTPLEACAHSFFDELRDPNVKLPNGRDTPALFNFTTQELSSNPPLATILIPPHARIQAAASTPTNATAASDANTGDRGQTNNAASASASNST
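Test system – GST-tagged human GSK3beta kinase, cell-free · Incubation – 60 min enzyme reaction, room temperature · Signal – ADP-Glo luminescence · Also added – peptide substrate and ATP at 25 µM · Controls – DMSO neutral wells and GW8510 at 20 µM as positive · Buffer or medium – Tris/MgCl2 kinase buffer · Measure – Luminescence-derived activity versus plate DMSO and GW8510 wells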
aSyn UTR inh: MLPCN primary screen, SNCA 5' untranslated region; inhibition, % (tested at 7.5 µM); AID 1813; actives 0.82% (n = 300,000); alpha-synuclein 5'UTR reporter, inhibitor activity; in the data active = inhibition above about 60%; inconclusive = no clear call, values can overlap the other calls;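 also: H4 neuroglioblastoma cells stably carrying SNCA 5'UTR luciferase fusion; 0% = DMSO wells and 100% = positive control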
Numbers without * were called inactive; i = inactive; u = inconclusive; x = no result given.

compound,HSF1 inhib,IEC-6 tox,PolyA inh,GSK3B inh,aSyn UTR inh,KLF5 inh,AI-2 QS mod,GSK3A inh,HSP90 refold inh,HSF-1 act
O=C(Nc1ccccc1)[C@@H]1[C@@H]2C(=O)N(c3ccc(F)cc3)C(=O)[C@@H]2[C@H]2C=CC=NN21,4,6,i,3,-68,-25,21,-1,4,2
Cc1ccccc1NC(=O)C1CCN(S(=O)(=O)c2ccc3c(c2)NC(=O)C(C)S3)CC1 (stereo unspecified),6,2,i,-1,20,-14,16,-1,-2,-1
CCSc1nc2c(c(=O)[nH]c(=O)n2C)n1Cc1ccc(Cl)cc1,x,-4,x,x,x,-17,x,-2,0,x
CC(=O)Nc1ccc(S(=O)(=O)NNC(=O)CCC(=O)Nc2cc(C)ccc2C)cc1,-11,-12,i,0,-21,-12,21,-3,-1,4
Cc1cc(C)nc(Sc2nc(Cl)nc(N(c3ccccc3)c3ccccc3)n2)n1,20,2,i,-3,-44,-8,3,2,0,54*
CC(C)(C)NC(=O)C(c1cccs1)N(C(=O)C(=O)NC1CCCC1)c1ccccc1F (stereo unspecified),14,0,i,2,-13,-3,22,1,0,12
CN(c1ccccc1C(=O)O)S(=O)(=O)c1ccc2[nH]c(=O)[nH]c2c1,-7,3,i,4,-6,-20,10,-2,10,-8
Cc1sc2ncnc(SCC(=O)NC3CC3)c2c1C,9,10,i,-3,6,5,-23,-1,-3,15
CC(C)CN(C(=O)Cn1c(=O)cnc2ccccc21)C1CCS(=O)(=O)C1 (stereo unspecified),-2,x,i,1,-19,x,10,-3,x,1
COc1cc(NC(=O)c2ccccc2[N+](=O)[O-])c(C(=O)O)cc1OC,-8,1,i,3,31,-9,22,-1,11,-12
CN(C)S(=O)(=O)Nc1ccccn1,2,4,i,1,-7,1,-1,-2,2,-2
O=C(/C=C/c1ccccc1)NC(=S)Nc1ccccc1O,32,-2,i,0,-242,-97,-12,1,2,59*
O=C(c1cccs1)N1CCc2c([nH]c3ccccc23)C1c1ccccn1 (stereo unspecified),9,10,i,4,-25,-2,1,-1,4,-5
NC(=Nc1ccc(Br)cc1)c1ccccc1,22,1,i,2,-75,-43,23,-2,-1,21
C=C1C(C(=O)Nc2cccc(OC)c2)C1C(=O)Nc1cccc(OC)c1 (stereo unspecified),0,11,i,2,24,-21,14,-10,7,10
Cc1sc2ncn(CC(=O)N3CCN(c4ccccn4)CC3)c(=O)c2c1S(=O)(=O)N1CCCCC1,-1,-5,i,0,13,-4,21,1,-2,4

Part of the list above, with two lines to a compound.
Values run as follows: HSF1 inhib	IEC-6 tox	PolyA inh	GSK3B inh	aSyn UTR inh	KLF5 inh	AI-2 QS mod	GSK3A inh	HSP90 refold inh	HSF-1 act
> C=C1C(C(=O)Nc2cccc(OC)c2)C1C(=O)Nc1cccc(OC)c1 (stereo unspecified)
  0	11	i	2	24	-21	14	-10	7	10
> CC(=O)Nc1ccc(S(=O)(=O)NNC(=O)CCC(=O)Nc2cc(C)ccc2C)cc1
  -11	-12	i	0	-21	-12	21	-3	-1	4
> COc1cc(NC(=O)c2ccccc2[N+](=O)[O-])c(C(=O)O)cc1OC
  -8	1	i	3	31	-9	22	-1	11	-12

The results go on.
compound,HSF1 inhib,IEC-6 tox,PolyA inh,GSK3B inh,aSyn UTR inh,KLF5 inh,AI-2 QS mod,GSK3A inh,HSP90 refold inh,HSF-1 act
CCOC(=O)CSc1nnc2c3ccccc3n(CC)c2n1,11,1,i,-1,-7,-43,2,-2,-1,43
CCOC(=O)c1ccccc1NC(=O)CN1C(=O)CCS(=O)(=O)c2ccccc21,-3,3,i,1,-13,-12,4,x,-1,1
COc1ccc(S(=O)(=O)NC(N)=NCCc2ccccc2)cc1,-4,-6,x,1,31,-7,35,1,2,-2
O=C(Nc1ccc(CN2CCCCC2)cc1)c1cccc(F)c1,10,-2,i,-1,-54,-8,5,-3,-2,16
COc1ccc(OCCNC(=O)Nc2cc(F)c(F)cc2Cl)cc1,-2,1,i,3,3,-14,21,0,-1,6
CC1(C)Cc2ccccc2-c2nc3n(c(=O)c21)CCCS3,-4,0,i,0,26,-12,6,-1,-4,1
CC(=O)N1CCN(c2ccc([N+](=O)[O-])cc2)CC1,-6,6,i,1,11,11,15,-2,-3,-11
O=C(NC(=O)c1ccc(Cl)cc1)Nc1cc(N2CCCCC2)ncn1,x,1,x,x,x,-12,x,3,2,x

Profiles, looked up by structure:
CC1(C)Cc2ccccc2-c2nc3n(c(=O)c21)CCCS3 across the screens: HSF1 inhib: -4; IEC-6 tox: 0; PolyA inh: i; GSK3B inh: 0; aSyn UTR inh: 26; KLF5 inh: -12; AI-2 QS mod: 6; GSK3A inh: -1; HSP90 refold inh: -4; HSF-1 act: 1
O=C(Nc1ccc(CN2CCCCC2)cc1)c1cccc(F)c1 across the screens: HSF1 inhib: 10; IEC-6 tox: -2; PolyA inh: i; GSK3B inh: -1; aSyn UTR inh: -54; KLF5 inh: -8; AI-2 QS mod: 5; GSK3A inh: -3; HSP90 refold inh: -2; HSF-1 act: 16

New compounds follow.
compound,HSF1 inhib,IEC-6 tox,PolyA inh,GSK3B inh,aSyn UTR inh,KLF5 inh,AI-2 QS mod,GSK3A inh,HSP90 refold inh,HSF-1 act
Cc1cc(C)n(-c2ccc(Cl)c(Cl)c2)n1,9,-8,i,-3,17,-13,3,-3,3,5
COc1ccc2[nH]c(C(=O)NCCN3CCOCC3)cc2c1,2,0,i,-3,14,11,12,2,2,-11
COc1ccc2c(c1)C(=O)CC(c1ccccc1F)O2 (stereo unspecified),x,-3,x,x,x,-28,-2,1,0,x
COc1ccc(CN(Cc2ccncc2)C(=O)CCC(=O)O)cc1,0,4,i,1,-3,-14,39,-2,5,-6
CCOC(=O)Cc1csc(NC(=O)CSc2nnc3ccccn23)n1,-5,0,i,0,9,-28,37,-3,-2,2
CCNC(=S)N/N=C/c1cc(C)ccc1C,7,-9,i,2,12,-49,2,-1,3,11
NC(=O)C1CCN(C(=O)CCCCCn2c(=O)[nH]c3ccsc3c2=O)CC1,-2,-2,i,2,-23,-24,29,-1,-3,6
C=CCc1cc(C)ccc1OCCOCCC(C(=O)OCC)C(=O)OCC,5,-1,i,3,22,-17,15,-3,-1,-4

Pulled one by one from the list above:
compound,HSF1 inhib,IEC-6 tox,PolyA inh,GSK3B inh,aSyn UTR inh,KLF5 inh,AI-2 QS mod,GSK3A inh,HSP90 refold inh,HSF-1 act
CCSc1nc2c(c(=O)[nH]c(=O)n2C)n1Cc1ccc(Cl)cc1,x,-4,x,x,x,-17,x,-2,0,x
NC(=O)C1CCN(C(=O)CCCCCn2c(=O)[nH]c3ccsc3c2=O)CC1,-2,-2,i,2,-23,-24,29,-1,-3,6

The results go on.
compound,HSF1 inhib,IEC-6 tox,PolyA inh,GSK3B inh,aSyn UTR inh,KLF5 inh,AI-2 QS mod,GSK3A inh,HSP90 refold inh,HSF-1 act
CC(=O)OCCCN1C(=O)c2ccc(Br)cc2C1=O,-2,0,i,-2,14,7,21,-1,0,2
CCOc1ccccc1N(C)C(=O)c1ccc2c(=O)n3c(nc2c1)CCCCC3,1,1,i,2,14,-9,22,-1,0,0
O=C(Cn1nnc(-c2ccc(CN3CCOCC3)cc2)n1)NC1CCCCC1,0,3,i,3,-31,-18,6,-4,4,-4
CCC(=O)Nc1nnc(SCC(=O)Nc2ccc3c(c2)OCCO3)s1,-2,11,i,-7,-7,4,-1,-1,3,-14
CCN1C(=O)N[C@H](c2ccc(Br)cc2)C(C(=O)OC)=C1C,4,x,i,-3,6,x,22,-1,x,-10
Cc1ccc(OCC(=O)Nc2ccc(-c3nc4ncccc4o3)cc2)cc1,-6,3,i,-2,-86,-5,3,-2,2,-6
CC1(c2nnc(Cc3ccccc3)o2)CC(c2cccc(Cl)c2)=NO1 (stereo unspecified),0,x,i,1,11,x,11,-2,x,4
COc1cc(C2=NOC(C(=O)NCc3cccnc3)C2)cc(OC)c1OC (stereo unspecified),-6,-2,i,3,8,-22,26,0,-2,0
CCCNC(=O)c1ccc(N2CCC3(CC2)CC(c2cccc(Br)c2)=NO3)c(NC(=O)c2ccco2)c1,-5,x,i,-1,50,x,20,-4,x,-19
CN1CCN(C(=S)NC(=O)c2ccc(Br)cc2)CC1,-8,-8,i,2,-1,-3,9,-1,-2,5
O=C(Nc1nc2ccccc2[nH]1)c1ccc(Br)o1,12,11,i,-1,-132,-28,14,0,7,41
O=C(NCc1ccccc1)c1c(Cl)nc(Cl)c(Cl)c1Cl,35,23*,i,2,99*,-14,-7,1,-4,65*
CCN(CC)S(=O)(=O)c1ccc(N2CCOCC2)c(NC(=O)C2CCCO2)c1 (stereo unspecified),-5,-4,i,-1,4,-32,14,8,0,-23
CCOC(=O)c1c(NC(=O)COC(=O)c2ccccn2)sc(C(=O)N(C)C)c1C,-9,x,i,3,-1,x,-5,-3,x,-1
N#C/C(C(=O)Oc1ccccc1)=C1/Nc2ccccc2-c2ccccc21,14,3,i,1,-3,-21,-7,x,-7,42
COc1ccc(CN2CCCC2C(=O)Nc2ccc(OC)c(OC)c2)cc1OC (stereo unspecified),-3,5,i,1,12,-26,8,-5,4,-8
COc1ccccc1-n1c(SCC(=O)c2ccc(O)cc2O)nc2cc([N+](=O)[O-])ccc21,0,14,i,4,-18,-25,30,-1,-3,20
Cc1ccc(C(=O)C2Oc3ccccc3C3CC(c4ccc(C)cc4)=NN23)cc1 (stereo unspecified),10,4,i,2,-82,3,16,-2,0,-15
Cc1cccc(CCNC(=O)C2CCN(S(=O)(=O)c3cccc4cccnc34)CC2)c1,3,-3,i,x,-34,-19,63,0,-1,3
COc1cc(-c2cn(S(=O)(=O)c3cccc4nsnc34)nc2N)cc(OC)c1OC,19,6,i,1,24,-32,22,2,0,59*
Cc1ccc(CNC(=O)c2cccnc2Cl)cc1,-4,-1,i,-2,-16,1,21,3,0,-10
NC(=O)C1=C[C@@H](c2ccccc2)C[C@@H](OCc2ccc(CO)cc2)O1,-40,2,i,2,10,-27,22,x,12,-53
COC(=O)C1=C(C(=O)OC)[C@@H]2N(C)c3ccc(OC)cc3[C@@]23C[C@@H](C(=O)OC)N(C(=O)CC(C)C)C3=N1,-4,x,i,1,16,x,31,-1,x,1
CCCc1c(O)c2ccccc2n(-c2ccccc2)c1=O,1,-1,i,2,-1,-24,21,-2,1,9
CCCCNC(=O)c1oc2ccc(S(=O)(=O)N3CCCC3)cc2c1C,0,0,i,3,46,-17,21,1,-2,6
Cc1ccc(C)c(NC(=O)CCCCCN2C(=O)[C@@H]3Cc4ccccc4CN3C2=O)c1,3,-4,i,2,-1,-10,u,2,-3,10

Compound activity as filed in PubChem.

This is a subset; count on the stated rates, not on these rows.
